Screens deposited in PubChem by National Center for Advancing Translational Sciences (NCATS).
Akt phos inh = HTS Assay for Inhibitors of Akt Phophorylation: Primary Screen | hit rate 0.32% among 360,000 | AID 651550, 2012 | Neuro2A IGF-stimulated pAkt S473 HTRF, 20 min; active compounds read low | activity change, % for hits at 50 µM; in the data active = activity change below about -80%; inconclusive = mostly about -51% to -80%; also: % is scaled to controls: 0 for no effect and ±100 for the full control effect
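Neuro2A cells in DMEM with 0.5% FBS, overnight at 37 deg C, given compound at single 50 µM final, then IGF (6 nM final) for 20 min at 37 deg C. Lysed; phospho-Akt Ser473 by HTRF after 24 h, 665/615 ratio.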
TGFb inhibitor = qHTS for Inhibitors of TGF-b; Potency, µM (highest dose often 46.1 µM), inactives show at the top dose activity, negative = inhibition, hits mostly inhibitors; HepG2 CAGA-GFP TGF-b/SMAD3 reporter, GFP fluorescence, 18 h; TGF-beta stimulated, 500 pg/mL final; AID 588855, 2011; hit rate 1.2% among 410,000; also: potency is read from the fitted curve at half-maximal effect; % is scaled to controls: 0 for no effect and ±100 for the full control effect; nearly all actives have a fitted effect of over 65% in size
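Using HEPG2 CAGA-GFP reporter cells at 1000 cells/well, we pinned test compounds, stimulated with recombinant TGF-beta (500 pg/mL final) and measured total well GFP after 18 h.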
Abeta yeast res = qHTS for compounds that reverse cellular toxicity of Amyloid beta (A-beta) peptide in yeast: Primary Screen. yeast expressing A-beta42, growth rescue, OD600, 48 h; response scale: 0% DMSO, 100% iron-clioquinol control. Potency, µM (highest dose often 46.1 µM), inactives show at the top dose growth rescue, hits mostly activators. hit rate 0.063% among 410,000; also: potency is read from the fitted curve at half-maximal effect; nearly all actives have a fitted effect of over 55% in size
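Yeast A-beta toxicity model in growth medium with pinned compounds, 48 h at 30 C; growth read as absorbance at 600 nm. Normalized to FeCl3/clioquinol equimolar mix (positive) and DMSO (negative).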
HepG2 tox = qHTS for Inhibitors of TGF-b: Cytotox Counterscreen. HepG2 CAGA-GFP viability, ATP luminescence, 18 h. hit rate 0.76% among 410,000. Potency, µM (top dose mostly 46.1 µM), for the others: at the highest dose activity change, negative = cytotoxicity, usual class: cytotoxic; also: potency is read from the fitted curve at half-maximal effect; some results filed as inactive show a strong effect at the top dose
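HepG2 CAGA-GFP cells (1000/well, DMEM with 1% FBS) received compound, then TGF-beta at 500 pg/mL final, and were incubated 18 hours at 37 degrees C. Viability was read by CellTiter-Glo luminescence. Media-only wells were set as complete cell-killing and DMSO as no toxicity.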
Nrf2 block = Nrf2 qHTS screen for inhibitors. Potency, µM (doses to about 46 µM), inactives show at the highest dose activity change, negative = inhibition, hits mostly inhibitors. hit rate 2.1% among 360,000. AID 504444, 2011. A549 ARE-Fluc reporter, luciferase luminescence, 18-24 h; also: potency is read from the fitted curve at half-maximal effect; % is scaled to controls: 0 for no effect and ±100 for the full control effect; nearly all actives have a fitted effect of over 60% in size
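Nrf2 function is reported as luminescence of an ARE-controlled luciferase in A549 cells. Compounds were tested at several concentrations, and a CellTiter-Fluor read on the same wells flagged cytotoxicity.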
CCT modulator = High-Throughput Screening for Modulators of Cytosolic Chaperonin Activity; purified chaperonin ATPase assay, HTRF ADP detection, 30 min; hit rate 0.3% among 360,000; activity change, % (concentration not given with the values), hits read low; in the data active = activity change below about -30%; also: % is scaled to controls: 0 for no effect and ±100 for the full control effect
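Nucleotide hydrolysis assay: TRiC at 20–40 nM final (set by batch activity) with 10 uM ATP, 30 min at 37 °C, in presence of 76 uM compound. Detection by competitive ADP HTRF, 30 min ambient.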
Nrf2 activator = qHTS of Nrf2 Activators. AREc32 ARE-luciferase reporter (MCF7-derived line), luminescence, 24 h. Potency, µM (top dose mostly 46.1 µM), for the others: at the highest dose activation, hits mostly activators. hit rate 0.31% among 410,000; also: potency is read from the fitted curve at half-maximal effect; % of control where 0% means no effect; nearly all actives have a fitted effect of over 65% in size
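For detection, Steady-Glo was added and plates sat 30 min at RT; before that, AREc32_Fluc cells grown overnight in OPTI-MEM/5% FBS had been treated with 23 nL compound for 24 hr at 37 deg C.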
Mm-Cpn inhibitor = Inhibitors of TCP-1 ring complex (TRiC) of Methanococcus maripaludis (MmCpn): qHTS | Chaperonin Mm-Cpn (Methanococcus maripaludis) | purified Mm-Cpn ATPase, ADP Transcreener TR-FRET | Potency, µM (doses to about 76.9 µM), without a hit: at the top dose activity, negative = inhibition, actives largely listed as inhibitors | hit rate 0.031% among 330,000 | AID 504842, 2011; also: potency is read from the fitted curve at half-maximal effect; % is scaled to controls: 0 for no effect and ±100 for the full control effect; nearly all actives have a fitted effect of over 80% in size
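ATPase turnover read by TR-FRET ADP competition (Eu cryptate antibody/ADP-d2, 665/590 nm): 10uM ATP final, 25nM Mm-CPN final, 30 min 37degC after 10-min compound preincubation, pH 7.4 Tris/KCl/MgCl2/DTT buffer.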
A549 viability = Nrf2 qHTS screen for inhibitors: counterscreen for cytotoxicity; A549 ARE-Fluc cells, CellTiter-Fluor viability, 18-24 h; Potency, µM (series often up to 46 µM), for inactives: at the top dose activity change, negative = cytotoxicity, hits mostly inhibitors; hit rate 0.16% among 390,000; AID 504648, 2011; also: potency is read from the fitted curve at half-maximal effect; % is scaled to controls: 0 for no effect and ±100 for the full control effect
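A549 ARE_Fluc cells in 5% FBS OPTI-MEM were exposed to compounds in concentration-response for 18-24 h at 37 deg C. Viability was read by CellTiter-Fluor fluorescence (Ex 405/Em 525) after 30 min, before the luciferase read.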
Active calls of the source: *; i = inactive; ? = inconclusive; . = not tested or not shown; [ ] = remark or other dose. Unless noted, calls follow the shape of the dose curve; as a rule, active = well fitted curve in the direction sought with a large enough effect; inconclusive = small, poorly fitted or top-dose-only effect, or another doubt; inactive = no such curve, though single readings can be large; an effect the other way counts as inactive or inconclusive.

mol	Akt phos inh	TGFb inhibitor	Abeta yeast res	HepG2 tox	Nrf2 block	CCT modulator	Nrf2 activator	Mm-Cpn inhibitor	A549 viability
CCOc1cc(-c2c(C#N)c(N)nc3c2CCc2ccccc2-3)ccc1O	i	?	-6%	13µM*	-5%	-5.3	6.2%	-1%	-9%
Cc1cccc(CSc2nc3c(cc2C#N)CCC3)c1	i	-7%	9%	0%	5%	0.2	-0.6%	-4%	1%
CCOC(=O)C1CCCN(C(=O)/C=C/c2cccc([N+](=O)[O-])c2)C1 (stereo not given)	i	16%	-3%	0%	16%	-2.1	2.3%	4%	-4%
COc1ccc(CCN(C)C(=O)C2CCN(Cc3cccc(OC)c3OC)CC2)cc1OC	i	6%	6%	10%	6%	-1.0	0.1%	-4%	-6%
CCOc1ccc(-c2cc(NC(=O)c3c(F)cccc3F)c(C(=O)OC)s2)cc1	.	2%	-8%	-16%	3%	.	-0.6%	.	1%
Cc1ccc(-c2nc3ccccc3[nH]2)cc1N	i	-7%	-42%	-48%	?	0.3	0.4%	-12%	0%
CCNC(=S)Nc1cccc(Cl)c1C	i	14%	-23%	5%	-4%	1.4	-1.1%	2%	1%
CCN(CC)CC1C(=O)N(c2ccc(OC)cc2)C1c1ccccc1 (stereo not given)	i	0%	2%	-4%	0%	2.5	0.4%	0%	1%
Cn1ccnc1SCc1ccc(Cl)cc1Cl	i	6%	?	-7%	3%	-3.2	0.2%	?	-7%
O=C(Nc1cc(OC(=O)C(F)(F)F)c2nonc2c1OC(=O)C(F)(F)F)C(F)(F)F	.	?	.	-78%	-15%	.	.	.	?
Cc1cc(C(=O)Nn2c(-c3ccc(Br)cc3)nc3ccccc3c2=O)ccc1[N+](=O)[O-]	i	13µM*	5%	-31%	?	-2.1	7.1%	0%	-28%
Cc1ccsc1CN(C(=O)c1ccc(Br)cc1)C1CCS(=O)(=O)C1 (stereo not given)	.	.	12%	-2%	13%	.	0.1%	.	-1%
Cc1ccnc(NC(=O)CCCc2ccccc2)c1	i	-25%	27%	-24%	?	-1.4	0.2%	0%	1%
O=C1c2cccc(-c3ccc(C(F)(F)F)cc3)c2C2CC=CCN12 (stereo not given)	i	?	-10%	-14%	.	0.2	1.0%	.	.
Cc1ccc(C(=O)NCCCNC(=O)Cc2ccc(Cl)cc2)cn1	i	16%	-4%	9%	-5%	-2.3	0.5%	-2%	2%
O=C(CN1C(=O)c2ccccc2S1(=O)=O)NCc1c(F)cccc1F	i	-4%	6%	-10%	12%	-0.3	0.4%	1%	3%
Cc1ccc(CNC(=O)c2cnccn2)cc1	i	0%	0%	-33%	2%	-0.7	-0.4%[9.22 µM]	2%	1%
COc1ccc2[nH]c(=O)c(CN(Cc3cccs3)C(=S)NCC3CCCO3)cc2c1 (stereo not given)	i	-15%	3%	-1%	-5%	-0.6	-0.6%	2%	-4%
CCCC(c1nnnn1Cc1ccccc1)N1CCC(C(N)=O)CC1 (stereo not given)	i	-2%	13%	-13%	.	1.2	-0.9%	1%	-2%
CCC(C)NC(=O)C1CCCCN1S(=O)(=O)c1ccc(F)cc1 (stereo not given)	i	2%	11%	20%	12%	0.1	-0.1%	1%	4%

Results in CCT modulator and Nrf2 activator (4 entries from above):
molecule	CCT modulator	Nrf2 activator
Cc1ccc(CNC(=O)c2cnccn2)cc1	-0.7	-0.4%[9.22 µM]
COc1ccc2[nH]c(=O)c(CN(Cc3cccs3)C(=S)NCC3CCCO3)cc2c1 (stereo not given)	-0.6	-0.6%
CCCC(c1nnnn1Cc1ccccc1)N1CCC(C(N)=O)CC1 (stereo not given)	1.2	-0.9%
CCC(C)NC(=O)C1CCCCN1S(=O)(=O)c1ccc(F)cc1 (stereo not given)	0.1	-0.1%

Remaining list, next part:
Results follow in this order: Akt phos inh | TGFb inhibitor | Abeta yeast res | HepG2 tox | Nrf2 block | CCT modulator | Nrf2 activator | Mm-Cpn inhibitor | A549 viability
Clc1cccc(CN2C3=NCCCN3c3ccccc32)c1
 : i | 0% | 1% | -37% | 0% | 2.5 | 0.4% | 1% | -10%
CCOC(=O)c1cc2ccccc2nc1C
 : i | 13% | -20% | 8% | 3% | 2.1 | -0.1% | 2% | 2%
O=C(OCC(=O)c1ccc[nH]1)C1=COCCO1
 : i | 1% | -2% | 6% | 13% | -1.5 | -0.3% | 2% | 4%
CCOc1ccccc1NC(=O)CN1C(=O)COc2ccc(C)cc21
 : i | 22% | -6% | 5% | ? | 0.4 | -0.5% | -2% | 0%
CCOC(=O)c1cnc(NCc2ccc(OC)cc2OC)c2ccccc12
 : . | ? | 26% | -23% | . | . | 0.8% | . | 11%
COC(=O)c1ccccc1NC(=O)NCCc1ccc(OC)c(OC)c1
 : i | -3% | 17% | 3% | -1% | -2.0 | -0.6% | 3% | -12%
CCC(=O)Nc1c(C)nn(-c2ccc(C)c(C)c2)c1C
 : i | -11% | 8% | -50% | 18% | 2.1 | 1.6% | 0% | 0%
COc1cccc(N2CCN(C(=O)c3cccc(N4C(=O)NC5CC4(C)Oc4c(OC)cccc45)c3)CC2)c1 (stereo not given)
 : i | -2% | -13% | -1% | 16% | -0.2 | -0.3% | -3% | -6%
Cc1ccc(-c2cc(C(=O)NCc3ccco3)no2)cc1
 : . | 21% | 16% | 4% | 7% | -4.3 | 2.4% | 0% | -4%
Cc1ccc2nc(CN(C)C(=O)[C@H]3O[C@@H](n4ccc(=O)[nH]c4=O)[C@H](O)[C@@H]3O)[nH]c2c1
 : i | -19% | -5% | -13% | . | -0.5 | -1.7% | . | .
CN1/C(=C\C=C(/C#N)C(=O)Nc2ccc(Cl)cc2)C(C)(C)c2ccccc21
 : i | 113%[activator] | 1% | -3% | 10% | -1.2 | 0.3% | -1% | 0%
Cc1oc2ccc(O)c(CN3CCN(C)CC3)c2c1C(=O)Nc1cccc(Cl)c1C
 : . | -11% | -1% | -4% | 1% | . | 0.1% | . | -4%
COc1cc(NC(=O)CCNS(=O)(=O)c2cc(Br)cnc2N)cc(OC)c1
 : i | -4% | 16% | -8% | -23% | -1.1 | -0.4% | -4% | 3%
COc1cc(C(c2nnnn2C(C)(C)C)N2CCN(c3nc4ccccc4s3)CC2)ccc1O (stereo not given)
 : i | 18% | ? | 25% | . | -0.2 | 14% | 3% | 3%
CCOc1cc(C#N)c(-n2nnc3c(sc4nc(C)cc(C)c43)c2=O)cc1OCC
 : . | 4% | -4% | -2% | -2% | . | -1.5% | . | -2%
CCOC(=O)c1ccccc1NC(=S)N1CCCCC1
 : i | 2% | 23% | 9% | -4% | 0.8 | -0.7% | -3% | 0%
CC(C)[C@H](NC(=O)c1ccccc1)C(=O)OCC(=O)N1CC(=O)Nc2ccccc21
 : i | 0% | 4% | -14% | ? | 0.9 | 0.4% | 1% | 3%
CCN(CC)C(=O)C12CC3CC(CC(Br)(C3)C1)C2
 : i | 2% | 6% | -10% | -16% | -1.0 | -1.2% | 1% | 5%
CSc1c(CC(=O)Nc2ccccc2)n(C)c2ccccc12
 : i | -1% | 5% | 0% | ? | -2.5 | 2.4% | 2% | -8%
CN1CCN(/N=C/c2ccc(Cl)c(Cl)c2)CC1
 : i | 3% | -9% | 12% | ? | 2.0 | 4.5% | 0% | 0%
COc1cccc(CNC(=O)c2cc(-c3ccc(Cl)cc3)n[nH]2)c1
 : . | ? | -7% | -46% | 19% | . | 4.0% | . | 9%
CC1(C)CC(NC(=S)NCc2ccco2)CC(C)(C)N1
 : i | ? | -3% | -7% | 1% | -2.2 | 2.3% | 1% | ?
CC(C)(C)C(=O)NC(=S)Nc1cc(C(=O)O)ccc1Cl
 : i | 10% | 1% | 6% | -6% | -0.8 | -0.1% | 2% | -2%
Cc1ccc2c(c1)cc(C)c1nnc(SCC(=O)NCc3ccco3)n12
 : i | -30% | 16% | -17% | -19% | 0.6 | 3.6% | 1% | -5%
CCCCN(CC)CCCNC(=O)c1nn(-c2ccc(OC)cc2)c(=O)c2c1c1ccccc1n2C
 : . | 0% | 0% | -1% | 15% | . | -0.5% | . | -2%
CCCCN(CC)CCCNC(=O)c1ccc2c(c1)N(CC)C(=O)c1ccccc1S2(=O)=O
 : i | 0% | -3% | -19% | 5% | -2.6 | -0.3% | -1% | 1%
COc1cccc2sc(Nc3nnc(-c4cccs4)o3)nc12
 : i | -15% | -12% | -18% | 2% | -1.5 | 20% | -2% | -5%
CC(C)=CCC/C(C)=C/CN(CC(C)O)CC(C)O (stereo not given)
 : i | 16% | -4% | 11% | . | -4.2 | -0.1% | 0% | 4%
Cc1cc(C)n(-c2nncn2/N=C/c2ccccc2F)n1
 : i | -3% | 16% | 3% | 2% | -0.1 | 0.2% | 4% | -8%
